Assay outcomes from PubChem.
Cav3 T inh: Cav3.2 calcium influx blockers – cell-based, Fluo-4 calcium fluorescence, FDSS, MLSMR library, primary screen; 100,000 tested, 4% active; Cav3.2-expressing cells; active compounds read low; Voltage-dependent T-type calcium channel subunit alpha-1H (Homo sapiens), O95180; AID 449739, 2010; B-score at 10 µM;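 active means single-dose well whose peak fluorescence ratio is a statistical outlier from its plate by either plate-standardised score or position-corrected B-score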
The depositor's hits bear a star. Not all compounds are listed; the hit share may differ from the screen's.

cpd	Cav3 T inh	SMILES
1	-0.888	CCCn1c(SCC(=O)c2cc(OC)ccc2OC)nnc1-c1ccco1
2	1.02	OC1CCN(Cc2cccc(Oc3ccccc3)c2)CC1
3	-1.55	CC(C)CN1C(=O)/C(=C/c2cccs2)NC1=S
4	0.132	CCCNS(=O)(=O)c1ccc(OCC(=O)N2CCC(C(=O)OCC)CC2)cc1
5	-2.07	CCOc1ccccc1N1CSC2=C(C#N)C(c3c(OC)ccc4ccccc34)CC(=O)N2C1 (stereo unspecified)
6	-0.0704	Nc1n[nH]c(-c2ccccc2)n1
7	0.862	COCCn1c(SCc2ccccc2Cl)nc2c1c(=O)[nH]c(=O)n2C
8	-4.41*	COc1ccc(CNS(=O)(=O)c2cccc(S(=O)(=O)N3CCOCC3)c2)cc1
9	-1.13	COc1ccc(/C=C/C(=O)Nc2c(C)nn(C)c2C)cc1COc1ccc(Br)cc1
10	-0.0149	COc1ccc(NC(=O)N2CCN(c3cccc(C(F)(F)F)c3)CC2)cc1
11	-1.64	Cn1c(=O)[nH]c(=O)c2c1nc(Sc1nc3ccccc3s1)n2Cc1ccccc1
12	-0.0238	CCCCOc1ccc(C2CC(=O)N(C)C2=O)cc1 (stereo unspecified)
13	0.364	COC(=O)CCN(C(=O)c1ccc2c(c1)OCO2)c1ccccn1
14	-0.0418	Cc1onc(-c2ccccc2Cl)c1C(=O)Nc1ccc(OCC(=O)N2CCOCC2)cc1
15	0.674	CCn1cnc2cc(NCc3nc4ccccc4n3C)ccc21
16	-4.61*	Cc1ccccc1Nc1nc(Nc2ccccc2C)nc(SC2=NCCS2)n1
17	0.0607	C=CCNC(=O)/C(=C/c1ccco1)NC(=O)c1ccc(Br)o1
18	1.29	CCOc1c(Br)cc(C2NS(=O)(=O)N=C3CCCCCN32)cc1OC (stereo unspecified)
19	0.474	COC(=O)CP(=O)(c1ccccc1)c1ccccc1
20	0.232	O=C(NC1CC1)C1=NOC(CNc2ncc(C(F)(F)F)cc2Cl)C1 (stereo unspecified)

Reprinted from the part before: two compounds, then new ones.
cpd	Cav3 T inh	SMILES
19	0.474	COC(=O)CP(=O)(c1ccccc1)c1ccccc1
20	0.232	O=C(NC1CC1)C1=NOC(CNc2ncc(C(F)(F)F)cc2Cl)C1 (stereo unspecified)
21	-3.88*	O=C1c2ccccc2NC(c2cccc(Cl)c2)N1N=C1CCCCCC1 (stereo unspecified)
22	0.307	O=C(Nc1ccc2oc(=O)ccc2c1)c1cccnc1
23	-1.65	COCCNC(=O)c1ccccc1NC(=O)COc1ccccc1
24	-0.218	Nc1cccc(-c2nc3cc(S(=O)(=O)c4ccc5oc(-c6cccc(N)c6)nc5c4)ccc3o2)c1
25	-0.487	O=C(OCn1nnc2ccccc2c1=O)c1ccc2ccccc2n1
26	-0.579	C=CCN1C(=O)C(Cc2cccc(Cl)c2)S/C1=N/N=C/c1ccco1 (stereo unspecified)
27	0.586	COC(=O)c1cc(C(=O)OC)cc(N2C(=O)CC(NNC(=O)c3ccccc3Br)C2=O)c1 (stereo unspecified)
28	3.12	O=C(CN1CCC(n2nnc3cc(F)ccc32)CC1)NC1CCCCC1
29	-0.84	CCOC(=O)c1oc2ccccc2c1NC(=O)C1CCCCC1
30	0.131	COc1ccc2oc(C)c(NC(C)=O)c2c1
31	-0.246	O=c1[nH][nH]c(-c2ccccc2)c1C=Nc1ccc(Cl)cc1
32	0.288	COc1ccc(C(=O)c2oc3ccc(Br)cc3c2NC(C)=O)cc1
33	1.19	O=C1CC(c2ccccc2)n2nc(NC(=O)c3ccccc3)nc2N1 (stereo unspecified)
34	-0.819	Cc1ccc(S(=O)(=O)N[C@H](C(=O)Oc2ccc3c(C(F)(F)F)cc(=O)oc3c2)c2ccccc2)cc1
35	-2.85	CCOC(=O)C1CCCN(c2nc3ccccc3nc2C(C#N)C(=O)NCc2ccccc2)C1 (stereo unspecified)
36	0.491	O=C(Cn1ncc2c(=O)oc3ccccc3c21)NCCc1ccsc1
37	-0.00519	CCCCn1c(SCC(=O)c2ccc(OC)cc2OC)nc2cc(S(N)(=O)=O)ccc21
38	1.1	CCOc1ccc(S(=O)(=O)Nc2ccccc2C(=O)NCC2CCCO2)cc1 (stereo unspecified)
39	0.408	Cc1cc(NC(=O)COC(=O)COc2ccc(C(=O)c3ccccc3)cc2)no1
40	-1.25	Cc1noc(C)c1S(=O)(=O)N(CC(=O)N1CCCC1)c1ccc(C(C)C)cc1

Single values from the entries so far.
Value of #9 under Cav3 T inh: -1.13
Value of #32 under Cav3 T inh: 0.288
Value of #2 under Cav3 T inh: 1.02
Value of #5 under Cav3 T inh: -2.07
Value of #37 under Cav3 T inh: -0.00519
Value of #25 under Cav3 T inh: -0.487
Value of #16 under Cav3 T inh: -4.61*

More entries follow.
cpd	Cav3 T inh	SMILES
41	1.3	Cc1ccc(NC2c3ccccc3C(=O)N2CCN2CCOCC2)cc1 (stereo unspecified)
42	-0.946	O=C(Oc1ccc2c(c1)C(=O)c1ccccc1CO2)c1ccccc1
43	-0.533	O=C(CN1CCN(c2ccc(F)cc2)CC1)N1CCC(Cc2ccccc2)CC1
44	0.529	COc1ccccc1N(CC(=O)Nc1ccc2c(c1)OCCO2)S(C)(=O)=O
45	0.989	COc1cc(-c2nnc(-c3cccs3)o2)cc(OC)c1OC
46	-3.53	CC(=O)c1c(C)[nH]c(C(=O)OCC(=O)Nc2cc(C(F)(F)F)ccc2N2CCOCC2)c1C
47	-0.778	c1cc(CNc2ccc3c(c2)OCO3)ccn1
48	1.09	C/C(=N\NC(=O)c1ccccc1)c1ccc(N2CCOCC2)cc1
49	-0.945	CCCCC(c1nnnn1CS(=O)(=O)c1ccc(C)cc1)N1CCN(c2ccccc2)CC1 (stereo unspecified)
50	1.1	COc1cccc2cc(C(=O)NC3CC(C)(C)NC(C)(C)C3)c(=O)oc12
51	-0.869	COc1ccc(C(=O)N2CCN(c3cccc(Cl)c3)CC2)cc1
52	0.0708	COc1ccc(-c2ccc(OC)c([C@H]3[C@H]4C=CC[C@@H](C)[C@@H]4C(=O)N3Cc3ccccc3)c2)cc1C
53	-1.76	CCn1c(SCC(=O)Nc2nc(-c3ccc(C)cc3)cs2)nnc1-c1ccccc1
54	0.147	COC(=O)C1=C(C)N(C)C(C)=C(C(=O)OC)C1c1ccsc1
55	1.12	COc1ccc(NC(=O)c2ccc(CN3CCN(c4ccccc4)CC3)cc2)cc1OC
56	0.0055	CC(=O)OC1CC2(C)C(=O)CCC2C2CCc3cc(O)ccc3C12 (stereo unspecified)
57	0.0682	CCCCOc1ccc(C(=O)NCc2ccccn2)cc1
58	-1.92	O=C(c1ccco1)N1CCN(c2nc(C3CC3)nc3c2nnn3Cc2ccccc2Cl)CC1
59	0.893	Cc1cccc(CSc2nc3ccncc3n2CC(=O)Nc2ccc(C)c(C)c2)c1
60	0.234	CCNc1ccc(C(=O)OCC)cc1NC(=O)c1cc(S(=O)(=O)N2CCOCC2)ccc1C
61	-0.0124	C/C(N)=C(/C#N)C(=O)CSc1nnc(-c2ccc(OC(F)F)cc2)o1
62	0.759	CCC(C)[C@H]1CN=C(N)N1CCCc1cc(OC)c(OC)c(OC)c1 (stereo partly specified)
63	0.518	O=C(Nc1nccs1)c1cccc(NC(=O)C2CC2)c1
64	-2.44	CCN(CCCNC(=O)CN(C)S(=O)(=O)c1cccc2nsnc12)c1cccc(C)c1
65	0.413	CCN(C(=O)c1cn(CC)c(=O)c2cc(OC)c(OC)cc12)c1ccccc1C
66	0.895	CCOc1ccccc1NC(=O)C1C2C=CC(C2)C1C(=O)O (stereo unspecified)
67	-0.279	COc1ccc(CCNS(=O)(=O)c2ccc3c(c2)OCCO3)cc1
68	-4.38*	N#C/C(=C\c1cn(CCOc2ccccc2)c2ccccc12)C(=O)NCC1CCCO1 (stereo unspecified)
69	-0.11	O=C(NNS(=O)(=O)c1ccccc1)C1CCN(S(=O)(=O)c2ccccc2)CC1
70	-4.48*	CCOC(=O)C(C)n1cnc2c(nnn2Cc2ccc(Cl)cc2)c1=O (stereo unspecified)
71	0.544	COc1ccccc1-n1c(C)nc2cc(C(=O)O)ccc21
72	0.415	COc1ccccc1C(=O)NCC(=O)n1nc(C)cc1C
73	0.53	CCOc1cc(/C=N/n2cnnc2)ccc1O
74	0.731	Cc1ccc(S(=O)(=O)Nc2nc(C)cc(NCCN)n2)cc1
75	0.0656	O=C(NCCSCc1ccco1)Nc1ccccc1
76	0.495	CC(=O)N(C(C)=O)c1c(N2CCOCC2)c2ccccc2oc1=O
77	-5.58*	Cc1cc(C)n(C(=O)C23CC4CC(CC(C4)C2)C3)n1
78	0.543	CCOc1ccc(C2CC(c3cccc(C)c3)n3nc(N)nc3N2)cc1 (stereo unspecified)
79	2.84	Cc1nc2c3c4c(sc3n3c(SCC(=O)NCc5ccco5)nnc3n2n1)COC(C)(C)C4
80	0.744	CCC(=O)Nc1ccc(C(=O)Nc2cc(C)on2)cc1

Numbers 61 through 62, quoted:
cpd	Cav3 T inh	SMILES
61	-0.0124	C/C(N)=C(/C#N)C(=O)CSc1nnc(-c2ccc(OC(F)F)cc2)o1
62	0.759	CCC(C)[C@H]1CN=C(N)N1CCCc1cc(OC)c(OC)c(OC)c1 (stereo partly specified)

Following part:
cpd	Cav3 T inh	SMILES
81	-1.22	O=C(COc1ccccc1)Nc1nc2ccccc2[nH]1
82	0.138	Cc1nn(Cc2ccc(Cl)cc2Cl)c(C)c1NC(=O)C1C2CCC(O2)C1C(=O)O (stereo unspecified)
83	0.347	Cc1nc(NC(=O)c2ccccc2)sc1-c1csc(N)n1
84	-0.21	COC(=O)C(C)NS(=O)(=O)c1ccc(NC(C)=O)cc1 (stereo unspecified)
85	-0.013	COc1cccc(Nc2nc(NCCO)nc(N3CCCC3)n2)c1
86	0.635	Cc1ccccc1NC(=S)NNc1ncc(C(F)(F)F)cc1Cl
87	0.0681	CC(=O)c1cccc(NC(=O)c2ccc(NS(=O)(=O)c3c(C)noc3C)cc2)c1
88	-1.46	COC(=O)c1coc(-c2ccc(C)cc2)c1C(=O)OC
89	1.44	Cc1c(CCC(C)C)c(-n2ccnc2C)n2c(nc3ccccc32)c1C#N
90	-0.826	C#CCO[C@@H]1C[C@H](n2cnc3c(NC(=O)c4ccccc4)ncnc32)O[C@@H]1CO
91	0.877	CC(C)(C)C1CCC(=O)C(C2(O)C(=O)Nc3ccccc32)C1 (stereo unspecified)
92	0.456	Cc1ccc(NC(=O)Cn2cccc2)cc1C
93	-0.769	Cc1[nH][nH]c(=O)c1C(c1ccc(-c2ccc(Cl)cc2)o1)c1c(C)[nH][nH]c1=O
94	0.171	CCN(Cc1ccccc1)S(=O)(=O)c1ccc(S(=O)(=O)N(Cc2ccccn2)Cc2ccco2)cc1
95	0.423	COc1ccc(NS(=O)(=O)c2cc(-c3nnnn3C)ccc2OC)cc1
96	-1.18	CCN1C(=O)C(O)(CC(=O)c2cc(C)ccc2C)c2ccccc21 (stereo unspecified)
97	0.462	O=C(c1ccncc1)N(Cc1ccco1)Cc1cc2ccccc2[nH]c1=O
98	0.127	CCC(Sc1nc(C)cc(=O)[nH]1)C(=O)Nc1ccc(Cl)cn1 (stereo unspecified)
99	0.132	O=C(NCCc1ccccc1)C1CCN(c2nc3ccccc3o2)CC1
100	-2.95	C=CCn1c2ccccc2c2nnc(SCCCn3c(=O)[nH]c4ccccc43)nc21
101	-0.0605	O=C(Nc1ccc2c(c1)OCO2)c1ccc(CN2CCOCC2)cc1
102	-0.073	O=C(CN1CCOCCOCCN(CC(=O)Nc2ccccc2)CCOCC1)Nc1ccccc1
103	-0.105	O=C(Nc1cccc2ccccc12)N1CC=CCC1
104	1.69	O=C(CSc1nnc2ccccn12)NC(=O)NC1CCCCC1
105	-0.202	CC1(c2ccccc2)NC(=O)N(CC(=O)N2CCOCC2)C1=O (stereo unspecified)
106	0.0808	CCc1nc2cc(CC(=O)O)ccc2o1
107	2.36	CC12CN(C(=O)c3ccco3)CC(c3ccccc3)(CN(C(=O)c3ccco3)C1)C2=O
108	0.631	C=CCN1C=C2C(=O)C(C)(OC(=O)C3CCCC3)C(=O)C(c3ccccc3)=C2C=C1CCCC(=O)OC (stereo unspecified)
109	0.141	Cc1noc(COc2ccccc2OCC(N)=O)c1Cl
110	0.4	COC(=O)c1cn(C)c2ccc(S(=O)(=O)N3CC(C)CC(C)C3)cc2c1=O (stereo unspecified)
111	2.31	Cc1ccccc1-n1c(=O)cc(N2CCCCCC2)[nH]c1=O
112	-1.03	CCCCCc1nc(-c2nonc2N)no1
113	-2.77	O=c1c2c(-c3cccs3)csc2ncn1-c1ccccc1
114	0.603	Cn1c(Cl)cnc1C(O)c1ccccc1 (stereo unspecified)
115	-0.000443	COCCn1c(C)cc(C(=O)COC(=O)c2ccc3ncsc3c2)c1C
116	-0.363	O=C(c1ccc(C(=O)N2CCOCC2)nc1)N1CCOCC1
117	-7.5*	CCn1c(CCNC(=O)c2cccs2)nnc1SCC(=O)Nc1nc(-c2ccccc2)cs1
118	-1.39	CCOC(=O)c1cc2occc2n1CCCN1C(=O)c2ccccc2C1=O
119	-0.0353	O=C(CCN1C(=O)c2ccccc2C1=O)N1CCN(c2ccccn2)CC1
120	-3.06	OC(CSc1ccccc1Cl)CN1CCN(c2ccc(F)cc2)CC1 (stereo unspecified)
121	-1.61	O=C(OCCN(C1=NS(=O)(=O)c2ccccc21)c1ccc(Cl)cc1)c1ccco1
122	-1.14	O=S(=O)(NCc1ccco1)c1ccc(S(=O)(=O)N2CCCCC2)cc1
123	0.273	COc1ccc(/C=N/c2c(-c3ccc(OC)cc3)nc3n2CCS3)cc1

Shown as tab-separated lines: seven of the compounds above
no.	compound	Cav3 T inh
95	COc1ccc(NS(=O)(=O)c2cc(-c3nnnn3C)ccc2OC)cc1	0.423
68	N#C/C(=C\c1cn(CCOc2ccccc2)c2ccccc12)C(=O)NCC1CCCO1 (stereo unspecified)	-4.38*
88	COC(=O)c1coc(-c2ccc(C)cc2)c1C(=O)OC	-1.46
25	O=C(OCn1nnc2ccccc2c1=O)c1ccc2ccccc2n1	-0.487
12	CCCCOc1ccc(C2CC(=O)N(C)C2=O)cc1 (stereo unspecified)	-0.0238
13	COC(=O)CCN(C(=O)c1ccc2c(c1)OCO2)c1ccccn1	0.364
26	C=CCN1C(=O)C(Cc2cccc(Cl)c2)S/C1=N/N=C/c1ccco1 (stereo unspecified)	-0.579
